STEP inh – blocks human striatal-enriched tyrosine phosphatase. P54829. recombinant STEP, OMFP fluorogenic substrate, fluorescence. inhibition, % at 20 µM. 0.25% of 360,000 active. AID 588621;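 active means inhibition at 20 µM, scaled per plate between control wells, above about 37%, limit read from the data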;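 further: 0% = DMSO with enzyme and substrate and 100% = substrate only without enzyme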
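System: STEP phosphatase, cell-free reaction; Buffer or medium: Bis-Tris pH 6.0 buffer with DTT, detergent; Incubation: 20 min at room temperature, dark; Measured by: fluorescence, 480/540 nm.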
TbMetRS inhib – Trypanosoma brucei MetRS inhibition; purified T. brucei MetRS, ATP depletion, Kinase-Glo luminescence; inhibition, % at 11.9 µM; 0.4% of 360,000 active;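 active means inhibition above a per-plate cutoff of the control wells' mean inhibition plus 3 SD, cut at about 5.5% in these data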;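 further: 0% = DMSO wells median and 100% = median of wells with control inhibitor compound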
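assay system = parasite MetRS enzyme | timing = 15 min preincubation, 2 h reaction, all 25 °C | evaluation = percent inhibition relative to median high and low control wells | medium = HEPES buffer containing pyrophosphatase, BSA, spermine, DTT | compound = single dose, 11.9 µM final nominal, 0.9% final DMSO | detection = Kinase-Glo luminescence, ATP depletion format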
MLLE-PAM2 inh – blocks PAM2 peptide binding to the PABP1 MLLE domain. P11940. GST-MLLE / FITC-PAM2 fluorescence polarization. inhibition, % at 20 µM. 0.36% of 360,000 active. AID 588489; in the data active means inhibition above about 35%, passing the limit was not always enough;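 further: plate controls were DMSO wells with GST-MLLE for no effect and wells lacking GST-MLLE protein for full effect; some results filed as inactive read as strong as hits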
Target sequence (P11940 whole entry, looked up, the tested form may be a part): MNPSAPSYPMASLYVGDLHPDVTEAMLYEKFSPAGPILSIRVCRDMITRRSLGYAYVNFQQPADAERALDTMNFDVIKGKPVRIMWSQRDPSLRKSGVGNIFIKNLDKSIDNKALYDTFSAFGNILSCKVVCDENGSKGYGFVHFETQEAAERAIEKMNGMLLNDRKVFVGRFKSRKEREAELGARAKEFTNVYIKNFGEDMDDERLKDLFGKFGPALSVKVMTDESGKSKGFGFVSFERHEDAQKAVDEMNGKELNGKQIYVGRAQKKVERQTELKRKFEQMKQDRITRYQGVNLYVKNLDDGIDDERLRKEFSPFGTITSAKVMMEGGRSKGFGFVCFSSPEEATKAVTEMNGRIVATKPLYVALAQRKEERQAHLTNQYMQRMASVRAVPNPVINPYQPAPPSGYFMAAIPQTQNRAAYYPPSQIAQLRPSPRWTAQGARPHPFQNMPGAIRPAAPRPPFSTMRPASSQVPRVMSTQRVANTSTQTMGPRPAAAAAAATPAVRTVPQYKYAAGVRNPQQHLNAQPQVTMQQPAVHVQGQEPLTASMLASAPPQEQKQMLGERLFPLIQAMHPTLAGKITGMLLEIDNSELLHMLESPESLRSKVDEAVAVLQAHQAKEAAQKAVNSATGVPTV
NadD inh – NadD (S. aureus) enzyme inhibition; purified NadD enzyme, colorimetric absorbance read-out; inhibition, % at 20 µM; 0.78% of 360,000 active; AID 602399; in the data active means inhibition above about 26%; further: some compounds past the cut are filed as inactive
Scp1 inh – Scp-1 (human) phosphatase inhibition. Recombinant Scp1, phosphopeptide, malachite green phosphate absorbance. inhibition, % at 20 µM. 0.88% of 340,000 active. AID 493091;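 active means inhibition above about 50% at 20 µM, limit read from the data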;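 further: plate controls were DMSO wells with enzyme for no effect and wells lacking enzyme for full effect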
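Assay system: SCP-1 catalytic fragment, aa 76-261 | Buffer or medium: Tris acetate buffer pH 5.5 with MgCl2 and Tween-20 | Compound: One concentration, 20 µM, with 1.0% DMSO | Also added: Phospho 17-mer peptide substrate | Signal: Absorbance at 630 nm | Incubation: 45 min enzyme reaction at room temperature | Measure: % inhibition of SCP-1 phosphate liberation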
DNMT1 block – blocks human DNA methyltransferase DNMT1; P26358; DNMT1 molecular beacon, Hinp1I cleavage, fluorescence; inhibition (reported as % activation of signal), % at 10 µM; 0.83% of 360,000 active; AID 588458; in the data active means inhibition above about 50%
LMPTP block – LMPTP (human) inhibition. inhibition, % at 20 µM. AID 651560. P24666. 0.22% of 360,000 active. recombinant LMPTP-A, OMFP fluorogenic substrate, fluorescence intensity;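 active means compounds that cut the enzyme signal by at least half of the control window in the single-dose screen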;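 further: plate controls were DMSO wells with enzyme plus substrate for no effect and substrate without enzyme for full effect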
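Test system: LMPTP-A phosphatase enzyme; input: 0.625 nM LMPTP-A final; reagent: OMFP substrate, 400 µM final; compound dosing: 20 µM single dose, 3% DMSO; incubation: 50 min dark incubation at room temperature; measured by: endpoint fluorescence intensity from OMFP dephosphorylation; measure: % inhibition relative to no-enzyme and uninhibited control wells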
CSN inh – inhibitors of human CSN-mediated cullin deneddylation; Q92905; Purified CSN, SCF-Nedd8-OG deneddylation, fluorescence polarization; inhibition, % at 12.5 µM; 0.38% of 360,000 active; AID 651999;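 active means pattern-corrected inhibition above about 35%, with an unprinted fluorescence ratio check between 0.5 and 1.5, limit read from the data, passing the limit was not always enough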;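 further: 0% = enzyme with substrate and 100% = substrate without enzyme; some results filed as inactive read as strong as hits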
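Assay system: HEK293T-derived human Csn5 enzyme; quantity: 0.24 nM enzyme; medium: Tris/NaCl/DTT buffer, pH 7.5; also added: substrate SCFSkp2-Nedd8OG, 10 nM; doses: 12.5 µM compound; schedule: 90 min reaction at room temperature; signal: FP; read-out: % inhibition of substrate cleavage by Csn5; benchmarks: substrate-only high control, full reaction low control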
Rpn11 block – inhibitors of human proteasome Rpn11. O00487. human 26S proteasome, Ub4-pepOG fluorescence polarization; 20S core pre-blocked with epoxomicin. calls only at 20 µM. 0.59% of 360,000 active;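 active means inhibition at 20 µM, scaled to each plate's controls, above about 33%, limit read from the data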
Target sequence (O00487 whole entry, looked up): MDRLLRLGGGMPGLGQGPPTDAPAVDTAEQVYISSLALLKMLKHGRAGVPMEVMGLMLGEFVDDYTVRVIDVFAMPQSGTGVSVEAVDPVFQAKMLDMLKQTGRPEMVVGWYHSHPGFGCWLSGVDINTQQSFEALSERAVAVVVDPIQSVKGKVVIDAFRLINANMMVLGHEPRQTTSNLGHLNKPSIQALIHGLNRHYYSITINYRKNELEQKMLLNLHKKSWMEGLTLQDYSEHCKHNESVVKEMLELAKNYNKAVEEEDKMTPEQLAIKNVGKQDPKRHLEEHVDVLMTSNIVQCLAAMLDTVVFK
SUMO1-SIM PPI – alters human SUMO1 binding to SIM partners. 0.33% of 360,000 active. SUMO1 binding to a labelled peptide, TR-FRET, 1 h. inhibition, % at 20 µM. AID 602429; in the data active means inhibition above about 37%
Target sequence (P63165 whole entry, looked up): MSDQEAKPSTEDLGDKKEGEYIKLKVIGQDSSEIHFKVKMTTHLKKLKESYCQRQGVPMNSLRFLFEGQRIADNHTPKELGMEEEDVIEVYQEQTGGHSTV
* = called active by the depositor; i = inactive; nt = no result given.

SMILES	STEP inh	TbMetRS inhib	MLLE-PAM2 inh	NadD inh	Scp1 inh	DNMT1 block	LMPTP block	CSN inh	Rpn11 block	SUMO1-SIM PPI
Cc1ccc2c(c1)c(N=O)c(O)n2Cc1ccc(Cl)cc1	-0.2	-0.7	-0.9	2.7	-12.8	-0.5	-0.2	3.2	i	-7.7
COc1ccccc1OCCOCCn1cnc2ccccc2c1=O	1.2	0.0	12.4	-9.1	-3.4	-2.6	-1.6	3.1	i	-1.3
C=CCNC(=O)CSc1nc2sc(C)c(C)c2c(=O)[nH]1	-4.5	-0.7	-2.0	-5.6	-9.8	0.0	-0.9	5.0	i	4.2
COc1cc(C2NC(=O)NC(c3ccccc3)=C2C(C)=O)cc([N+](=O)[O-])c1O (stereo not given)	-1.4	-0.7	-3.5	-2.1	-0.7	0.2	0.5	0.3	i	-2.1
CCOC(=O)N1CCN(CC(O)COc2ccc(OC)cc2C(C)(C)C)CC1 (stereo not given)	0.7	0.3	6.4	-2.0	-4.1	-6.2	-1.6	1.1	i	2.5
CC(C)CN1Cc2ccccc2Oc2cc(Br)ccc2S1(=O)=O	2.1	-0.2	-3.2	0.5	-4.0	3.7	2.7	-1.9	i	5.8
COc1ccc(C2C(C(=O)O)CCC(=O)N2c2ccc(OC)cc2)cc1 (stereo not given)	-1.2	0.0	-5.7	1.5	-5.2	2.1	-1.1	3.4	i	-4.0
COc1ccc2oc(=O)c(NC(=O)C3CCCCC3)cc2c1	-3.5	0.5	1.4	0.0	-2.8	0.8	-1.3	0.0	i	-0.4
COC(=O)c1nn(-c2ccccc2)c(Cl)c1/C=N/OCc1ccc(Cl)cc1Cl	-0.1	0.5	11.5	-7.6	-0.3	-0.1	3.1	-0.3	i	1.9
Cc1ccc(S(=O)(=O)N2CCOC2CNC(=O)C(=O)NCc2ccncc2)cc1 (stereo not given)	-1.6	-0.9	19.1	2.3	-12.3	10.0	-2.6	3.4	i	4.0
CC(Sc1nnc(-c2ccc(OC(F)F)cc2)n1N)C(=O)NCC1CCCO1 (stereo not given)	0.4	-0.2	-105.5	-2.2	-4.0	-2.0	0.9	-2.8	i	-3.1
COC(=O)c1ccc(C2C(C#N)=C(C)NC3=C2C(=O)CC(C)(C)C3)cc1 (stereo not given)	-0.6	0.2	-1.4	6.8	1.6	2.0	-1.8	-3.5	i	-5.7
CCc1nnc(NC(=O)c2ccc(S(=O)(=O)N3CCCCCC3)cc2)s1	0.3	-1.0	4.7	-0.5	27.1	-2.3	-1.2	2.4	i	1.2
COc1ccc(CNC(=O)CCCn2nc(C)c3c(C)n(-c4ccc(C)cc4)nc3c2=O)cc1	0.4	0.2	-5.5	4.9	0.0	2.7	0.2	0.5	i	-2.2
CC(C)Cc1ccc(/C(=N/O)C(=O)O)s1	-1.0	-0.6	-13.7	0.6	7.6	4.7	-0.6	-4.7	i	-1.3

An excerpt taken from the entries so far, for reference:
SMILES	STEP inh	TbMetRS inhib	MLLE-PAM2 inh	NadD inh	Scp1 inh	DNMT1 block	LMPTP block	CSN inh	Rpn11 block	SUMO1-SIM PPI
Cc1ccc2c(c1)c(N=O)c(O)n2Cc1ccc(Cl)cc1	-0.2	-0.7	-0.9	2.7	-12.8	-0.5	-0.2	3.2	i	-7.7
COc1ccccc1OCCOCCn1cnc2ccccc2c1=O	1.2	0.0	12.4	-9.1	-3.4	-2.6	-1.6	3.1	i	-1.3
C=CCNC(=O)CSc1nc2sc(C)c(C)c2c(=O)[nH]1	-4.5	-0.7	-2.0	-5.6	-9.8	0.0	-0.9	5.0	i	4.2
COc1cc(C2NC(=O)NC(c3ccccc3)=C2C(C)=O)cc([N+](=O)[O-])c1O (stereo not given)	-1.4	-0.7	-3.5	-2.1	-0.7	0.2	0.5	0.3	i	-2.1

Following part.
SMILES	STEP inh	TbMetRS inhib	MLLE-PAM2 inh	NadD inh	Scp1 inh	DNMT1 block	LMPTP block	CSN inh	Rpn11 block	SUMO1-SIM PPI
O=C(Nc1nnc(SCCN2CCOCC2)s1)C1CC(=O)N(c2ccccc2)C1 (stereo not given)	-0.4	0.0	-16.0	1.3	-3.6	-0.5	-0.1	-0.5	i	5.8
COCCNC(=O)C(OC(=O)c1ccco1)c1ccccc1OC (stereo not given)	-1.2	-0.5	9.8	4.8	-5.5	-1.8	-1.5	11.1	i	2.7
COc1ccc(NC(=O)CCN2C(=O)c3ccccc3S2(=O)=O)cc1	-0.6	-0.1	-3.1	-10.9	-5.6	-1.6	-0.8	-6.4	i	3.7
O=C(CN1CCN(C2CCS(=O)(=O)C2)CC1)N1N=C(c2ccc(Cl)cc2)CC1c1ccco1 (stereo not given)	0.3	0.3	-32.8	-0.4	3.9	-5.0	-0.4	4.7	i	-2.5
CC(C)=CCC[C@H](C)C[C@@H]1Cc2[nH][nH]c(=O)c2[C@H](c2ccc(F)cc2)O1	nt	-0.3	nt	21.3	nt	nt	-1.1	-4.0	nt	4.6
CN(C(=O)c1ccc(NC(=O)Cc2ccc(NC(=O)C3CCCN(C(=O)C4CCC4)C3)cc2)cc1)C1CC1 (stereo not given)	-2.3	-0.4	-1.9	-6.4	-0.2	4.3	-1.9	-2.7	i	1.2
O=C(CC1C(=O)NCCN1Cc1ccc(Cl)c(F)c1)NCCc1cccnc1 (stereo not given)	-3.4	0.3	20.6	-2.5	0.9	-2.9	-3.2	3.1	i	16.5
COc1cc(-c2nnc(SCc3cc(=O)oc4cc(O)c(O)cc34)o2)cc(OC)c1OC	17.3	0.6	-121.5	20.4	72.8*	63.6*	62.6*	47.3*	i	29.6
COc1ccc(/C=C2\SC(=S)N(CCC(=O)NCCc3ccc(O)cc3)C2=O)cc1	0.9	0.2	14.9	7.1	-7.9	-7.6	-1.0	0.0	i	-2.6
CCS(=O)(=O)N1CCN(c2ccnc3cc(Cl)ccc23)CC1	0.7	-0.6	-4.4	-0.2	-3.8	5.8	1.9	-2.3	i	-7.1
O=C(NCCNS(=O)(=O)c1ccccc1)c1cc(OCC(F)(F)F)ccc1OCC(F)(F)F	0.7	-0.8	-3.2	-6.0	-2.2	1.1	-1.0	0.9	i	0.2
O=C1CSC(c2cccc(O)c2)N1Cc1ccccc1 (stereo not given)	1.4	-0.6	3.5	-3.2	-10.4	-4.7	-0.5	0.9	i	5.2
COc1cccc(OC)c1C(=O)Nc1cccnc1	5.0	0.1	6.8	-1.5	-10.5	-0.1	-0.2	-2.6	i	1.1
Cc1c(-c2nc(-c3ccncc3)no2)cccc1[N+](=O)[O-]	2.7	-0.3	-13.4	-1.9	3.5	-0.3	-0.4	5.7	i	-4.9
CCOc1ccc(CN(C)C(=O)CCl)cc1	-1.2	-0.5	2.0	-4.5	-2.3	4.7	-2.5	-8.3	i	-1.2
CCC(C(=O)NCC1CCCO1)n1nc(C)c2sc3ccccc3c2c1=O (stereo not given)	0.4	0.0	7.5	-3.1	-9.1	-0.9	-0.8	4.7	i	2.0
OC(c1ccc(Cl)c(Cl)c1)c1ncc(-c2ccccc2Cl)[nH]1 (stereo not given)	-2.2	1.2	9.5	-0.1	nt	-14.9	-0.6	3.5	i	5.6
Cc1cnc(C(=O)N2CCc3c([nH]c4ccccc34)C2c2ccc(F)cc2)cn1 (stereo not given)	1.8	1.4	1.4	1.7	-0.9	-3.1	-0.4	1.4	i	-4.2
Cc1cc(C(=O)N/N=C/c2ccc(N(C)C)cc2)c2ccccc2n1	-2.0	0.0	-8.1	0.0	-9.0	-0.5	0.2	-11.9	i	-13.1
CCOc1ccccc1-c1nc(C(N)=O)c2[nH]c(=O)n(-c3ccccc3)c2n1	-2.5	-0.5	8.7	18.5	5.8	3.0	1.8	-0.2	i	1.1
CC1CCC(N(C(=O)c2csnn2)C(C(=O)NC(C)(C)C)c2cccnc2)CC1 (stereo not given)	-3.4	-0.8	13.8	0.8	-3.0	-4.2	-1.1	1.9	i	16.8
COc1ccc(OCC(O)CNC2CCCC2)cc1 (stereo not given)	2.5	0.4	2.0	-8.3	0.3	1.0	-1.4	3.5	i	-0.5
Cc1cc(C(=O)NCc2ccc(F)cc2)n(-c2ccccc2)n1	0.6	-0.7	-5.6	-9.4	-12.3	-0.9	-2.6	2.7	i	-3.2
CCOC(=O)C1=C(COC(=O)c2ccc(Br)c(S(=O)(=O)N3CCOCC3)c2)NC(=O)NC1C (stereo not given)	-0.2	-0.5	-3.1	-0.7	-1.1	-0.2	1.4	2.7	i	2.2
COc1ccc(CCNC(=O)COc2ccc(N(C)S(=O)(=O)c3ccc(C)cc3)cc2)cc1	-3.7	-1.1	10.3	-5.1	-2.7	0.6	0.3	-1.0	i	3.2
COc1ccc(NC(=O)CNC(=O)c2ccc([N+](=O)[O-])cc2)cc1	-3.2	-0.5	17.1	-1.6	-0.7	2.1	-3.4	-3.8	i	-22.1
CC(=O)Cc1nsc(Nc2ccccc2)n1	-2.5	0.1	-2.4	-2.5	0.5	1.1	-1.3	0.2	i	0.2
Cc1cc(C)cc(C(=O)N2CCC(C(N)=O)CC2)c1	-13.6	0.0	-5.5	-5.2	-7.7	1.6	0.4	-4.9	i	1.2
COc1ccc(CCC(=O)Nc2cccc(Cl)c2)cc1	0.8	-0.4	5.5	-7.1	-14.2	-2.6	-1.5	-3.1	i	1.3
O=C(CN1CCC(NC(=O)C2CCCCC2)CC1)NCc1ccco1	2.8	0.2	10.7	3.3	-5.7	1.2	0.6	5.2	i	3.5
CC(=O)N1CCN(c2ccc(NCc3ccc(-c4cccc(Cl)c4)o3)cc2)CC1	4.6	-0.2	-15.3	-8.0	-11.2	-38.8	2.0	3.0	i	-26.1
CCOC(=O)c1c(S(=O)(=O)N2CCCC(C(=O)Nc3cccc(C)n3)C2)c(C)n(C)c1C (stereo not given)	-2.1	-0.1	-16.2	4.1	3.1	-0.3	0.6	-2.1	i	0.4

2 compounds from above, showing only MLLE-PAM2 inh:
molecule,MLLE-PAM2 inh
COc1ccc(OCC(O)CNC2CCCC2)cc1 (stereo not given),2.0
Cc1cc(C(=O)NCc2ccc(F)cc2)n(-c2ccccc2)n1,-5.6

Screens deposited in PubChem BioAssay by several laboratories.
